POLI inh = blocks human DNA polymerase iota activity | Q9UNA4 | Pol iota fluorescent replication assay, 10 min | Potency, µM (top dose mostly 115 µM), inactives show top-dose activity, negative = inhibition, most hits filed as inhibitors | actives 1% (n = 390,000)
Target sequence (Q9UNA4 whole entry, looked up): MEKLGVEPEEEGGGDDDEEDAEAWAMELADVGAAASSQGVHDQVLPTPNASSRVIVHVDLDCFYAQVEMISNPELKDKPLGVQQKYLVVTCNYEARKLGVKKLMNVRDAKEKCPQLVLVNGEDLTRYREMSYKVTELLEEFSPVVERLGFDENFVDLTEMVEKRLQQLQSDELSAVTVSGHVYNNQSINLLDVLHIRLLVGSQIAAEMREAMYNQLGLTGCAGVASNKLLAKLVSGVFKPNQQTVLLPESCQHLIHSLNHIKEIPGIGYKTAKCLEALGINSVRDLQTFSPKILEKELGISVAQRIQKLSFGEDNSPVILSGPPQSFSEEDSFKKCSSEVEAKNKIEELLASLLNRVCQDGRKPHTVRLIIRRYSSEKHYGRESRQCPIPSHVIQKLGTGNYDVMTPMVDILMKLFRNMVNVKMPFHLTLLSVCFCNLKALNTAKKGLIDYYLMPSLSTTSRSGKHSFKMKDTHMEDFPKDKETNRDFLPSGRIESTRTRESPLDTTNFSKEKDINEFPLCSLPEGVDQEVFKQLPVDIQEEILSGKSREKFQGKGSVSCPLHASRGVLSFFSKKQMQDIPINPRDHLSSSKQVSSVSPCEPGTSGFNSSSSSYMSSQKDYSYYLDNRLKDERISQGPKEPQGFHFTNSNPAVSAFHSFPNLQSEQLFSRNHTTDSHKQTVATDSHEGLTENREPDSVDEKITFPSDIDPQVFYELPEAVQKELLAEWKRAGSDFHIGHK
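Fluorescent replication assay read twice, at 0 min and 10 min after adding 50 nM (final) substrate. Enzyme (10 nM) and compounds were first incubated 15 min at room temperature; enzyme-free buffer wells were negative controls.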
HP1b chromo inh = blocks HP1-beta chromodomain binding to methylated histone tails; AlphaScreen HP1-beta / biotin-H3K9me3 peptide binding; Potency, µM (titrated, usually from 114 µM), for the others: at the top dose activity change, negative = inhibition, hits mostly inhibitors; actives 0.56% (n = 390,000); AID 540317; also: nearly all actives have a fitted effect of over 70% in size; inactives centre near 23
Target sequence (P83916 whole entry, looked up): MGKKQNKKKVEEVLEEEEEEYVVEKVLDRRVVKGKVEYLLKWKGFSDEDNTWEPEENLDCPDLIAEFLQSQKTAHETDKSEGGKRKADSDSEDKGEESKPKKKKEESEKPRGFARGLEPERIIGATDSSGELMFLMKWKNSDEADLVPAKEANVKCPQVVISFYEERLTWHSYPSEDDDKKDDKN
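HP1-beta protein (50 nM final) preincubated 30 min at room temperature with biotinylated H3(1-18)K9me3 peptide (50 nM) in PBS pH 7.4, 0.01% Tween-20, then compound added for 30 min. AlphaScreen streptavidin donor/nickel chelate acceptor beads (10 ug/mL final), 30 min dark, luminescence read.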
BAZ2B inh = BAZ2B (human) inhibition; Q9UIF8; AlphaScreen BAZ2B-H3K14Ac peptide displacement; Potency, µM (series often up to 114 µM), inactives show top-dose activity change, negative = inhibition, usual class: inhibitors; actives 4.4% (n = 360,000); AID 504333; also: % is scaled to controls: 0 for no effect and ±100 for the full control effect; nearly all actives have a fitted effect of over 60% in size
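Complex of BAZ2B and biotin-H3K14Ac (50 nM apiece) forms over 30 min at RT, then faces library compounds up to 110 uM for another 30 min; AlphaScreen beads added, 20 min dark incubation, luminescence read.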
Pin1 inhibitor = inhibitors of human Pin1; actives 0.009% (n = 390,000); Potency, µM (top dose mostly 115 µM), for the others: at the highest dose activity, negative = inhibition, hits mostly inhibitors; Pin1 FP peptide displacement, HiFluor488, 10 min; Q13526; active = well fitted inhibition curve with a large enough effect in the polarisation, with a control signal flat, not every such curve was filed as active; inconclusive = small, poorly fitted or top-dose-only effect, or effect the other way, or a change in a side signal; inactive = no such curve, though single readings can be large or run the other way; the % refers to the polarisation; also: % is scaled to controls: 0 for no effect and ±100 for the full control effect
GLS inhibitor = glutaminase GLS (human) inhibition; O94925; GLS enzymatic activity, qHTS titration; Potency, µM (titrated, usually from 45.5 µM), for inactives: at the top dose activity change, negative = inhibition, usual class: inhibitors; actives 0.21% (n = 410,000); AID 624170; also: % is scaled to controls: 0 for no effect and ±100 for the full control effect
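hKGA; 45 mM KH2PO4 pH 8.2 + 0.02% Tween-20; cpd via pin tool; 1 mM Gln soln; GluOx/HRP/Amplex Red; RT 30 min; fluor. t0 & final.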
G9a block = inhibitors of human histone lysine methyltransferase G9a; Q96KQ7; Potency, µM (highest dose often 102 µM), inactives show at the highest dose activity, negative = inhibition, actives largely listed as inhibitors; G9a H3K9 monomethylation, AlphaScreen, 2 h; AID 504332; actives 8.8% (n = 350,000); also: % is scaled to controls: 0 for no effect and ±100 for the full control effect; nearly all actives have a fitted effect of over 75% in size
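Methyltransferase reactions run at room temperature for 2 h (20 nM enzyme, 500 nM biotin-H3K9 peptide, 20 uM SAM) after a 15 min compound preincubation; product detected by AlphaScreen beads and anti-H3K9me1 antibody.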
BLM inh = blocks DNA unwinding by human BLM helicase; recombinant BLM DNA unwinding, fluorescence dequenching; Potency, µM (top dose mostly 56.1 µM), inactives show at the top dose activity change, negative = inhibition, most hits filed as inhibitors; actives 0.2% (n = 350,000); AID 2528;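 also: plate controls were vehicle for no effect and no enzyme for full effect; nearly all actives have a fitted effect of over 35% in size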
Tb PGK inh = blocks T. brucei phosphoglycerate kinase | actives 0.043% (n = 380,000) | Potency, µM (doses to about 57.5 µM), inactives show top-dose activity change, negative = inhibition, usual class: inhibitors | P07378 | PGK/GAPDH coupled, Kinase-Glo luminescence, 60 min; also: % is scaled to controls: 0 for no effect and ±100 for the full control effect; nearly all actives have a fitted effect of over 60% in size
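Luminescent ATP detection (Kinase-Glo Plus) follows a 60-minute room-temperature incubation, with wells lacking PGK as controls. Buffer: 100 mM TEA (pH 7.6), 5 mM MgCl2, 0.01% Tween-20. Coupling enzyme GAPDH (100 nM final) supplies unstable 1,3-BPG in-well.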
JMJD2A Tudor = inhibitors of human JMJD2A Tudor domain; AlphaScreen JMJD2A-Tudor / H3K4me3 peptide binding; Potency, µM (doses to about 114 µM), inactives show at the highest dose activity change, negative = inhibition, most hits filed as inhibitors; actives 4.4% (n = 390,000); also: % is scaled to controls: 0 for no effect and ±100 for the full control effect; nearly all actives have a fitted effect of over 50% in size
Numbers without * were called inactive; [ ] = remark or other dose. Unless noted, calls follow the shape of the dose curve; as a rule, active = well fitted curve in the direction sought with a large enough effect; inconclusive = small, poorly fitted or top-dose-only effect, or another doubt; inactive = no such curve, though single readings can be large; an effect the other way counts as inactive or inconclusive. Potency is read from the fitted curve at half-maximal effect. These rows are one share of the data. The share of hits here may be higher or lower than overall.

`COC(=O)c1sccc1N(C)S(C)(=O)=O` gave POLI inh inconclusive, HP1b chromo inh 21%, BAZ2B inh -18%, Pin1 inhibitor 7%, GLS inhibitor 5%, G9a block 2%[59 µM], BLM inh -12%, Tb PGK inh -2% and JMJD2A Tudor -3%.
Cc1ccc(-n2c(=O)c3cccnc3n2CC(=O)Nc2ccc(Br)cc2)cc1C was read as POLI inh -1%, HP1b chromo inh 58%[activator], BAZ2B inh 2%, Pin1 inhibitor 14%, GLS inhibitor -9%, G9a block 24%[59 µM], BLM inh -10%, Tb PGK inh 1% and JMJD2A Tudor 8%.
`CCOc1ccc(/C=N/N(C)c2ccccc2)cc1OC` gave POLI inh 2%, HP1b chromo inh inconclusive, BAZ2B inh 32µM*, Pin1 inhibitor -5%, GLS inhibitor 0%, G9a block 50µM*, BLM inh -7%, Tb PGK inh 1% and JMJD2A Tudor 45µM*.
Screening CC(C)/C=N/Nc1nc(-c2ccc(Br)cc2)cs1 returned POLI inh -16%, HP1b chromo inh 13%, BAZ2B inh inconclusive, Pin1 inhibitor 2%, GLS inhibitor 3%, G9a block -18%, BLM inh -2%, Tb PGK inh inactive and JMJD2A Tudor -21%.
Screening COc1cc(NC(=O)c2cc(S(=O)(=O)N3CCCCC3)c[nH]2)cc(OC)c1 returned POLI inh 30%[activator], HP1b chromo inh 40%[activator], BAZ2B inh -6%, Pin1 inhibitor 1%, GLS inhibitor -14%, BLM inh 0%, Tb PGK inh -2% and JMJD2A Tudor -8%.
Screening CC1(c2ccccc2Br)NC(=O)N(CC(=O)NC2CCCCC2)C1=O (centres undefined) returned POLI inh 49%[activator], HP1b chromo inh 34%, BAZ2B inh -2%, Pin1 inhibitor -8%, GLS inhibitor -1%, G9a block 14%[59 µM], Tb PGK inh 3% and JMJD2A Tudor -7%.
For CCn1c(=O)c([N+](=O)[O-])c(NCCc2ccccc2)c2ccccc21 the results were POLI inh 11%, HP1b chromo inh 2%, BAZ2B inh -8%, Pin1 inhibitor 4%, GLS inhibitor -4%, G9a block -16%[59 µM], BLM inh -4%, Tb PGK inh -7% and JMJD2A Tudor -14%.
CCOC(=O)c1cccc(NC(=O)CSc2nncn2-c2ccccn2)c1 was read as POLI inh 124%[activator], HP1b chromo inh 14%, BAZ2B inh -14%, Pin1 inhibitor -6%, GLS inhibitor -10%, G9a block -18%, BLM inh 0%, Tb PGK inh 3% and JMJD2A Tudor -7%.
`CCCc1nc2c(=O)[nH]c3ccccc3c2o1` gave POLI inh 8%, HP1b chromo inh 22%, BAZ2B inh -22%, Pin1 inhibitor -4%, GLS inhibitor 2%, G9a block 6%[2.33 µM], BLM inh 8%, Tb PGK inh 0% and JMJD2A Tudor 5%.
Screening CCc1c(O)nc2ccccn2c1=O returned POLI inh 15%, HP1b chromo inh 29%, BAZ2B inh -7%, Pin1 inhibitor 1%, GLS inhibitor -3%, G9a block -4%[59 µM], BLM inh -1%, Tb PGK inh -3% and JMJD2A Tudor 10%.
Screening O=c1c2c3c(sc2nc2n1CCCS2)CCCC3 returned POLI inh 2%, HP1b chromo inh 36%[activator], BAZ2B inh 5%, Pin1 inhibitor -1%, GLS inhibitor -6%, G9a block -6%[12.7 µM], BLM inh -3%, Tb PGK inh 3% and JMJD2A Tudor -11%.
`O=C(Nc1ccc(C(=O)NC2CCCCC2)cc1)c1cncc(Br)c1` gave POLI inh 9%, HP1b chromo inh 22%, BAZ2B inh -11%, Pin1 inhibitor 2%, GLS inhibitor 7%, BLM inh 5%, Tb PGK inh -9% and JMJD2A Tudor -13%.
For CC1(C(=O)O)CCC(C(=O)Nc2ccc3ccccc3c2)C1(C)C (centres undefined) the results were POLI inh 16%, HP1b chromo inh 20%, BAZ2B inh -7%, Pin1 inhibitor -2%, GLS inhibitor 1%, G9a block 0%[2.33 µM], BLM inh 0%, Tb PGK inh -5% and JMJD2A Tudor 30%.
For Cc1noc(C)c1COc1cccc(C(=O)OCCOc2ccc(F)cc2)c1 the results were POLI inh 2%, HP1b chromo inh 95%[activator], BAZ2B inh 26%, Pin1 inhibitor inconclusive, GLS inhibitor 6%, G9a block 71%[activator], BLM inh -11%, Tb PGK inh 2% and JMJD2A Tudor 53%[activator].
For CCCCCCCC(=O)NNC(=O)Cc1ccccc1 the results were POLI inh -21%, HP1b chromo inh 24%, BAZ2B inh -37%, Pin1 inhibitor -15%, GLS inhibitor 9%, G9a block 0%[0.0925 µM], BLM inh -4%, Tb PGK inh 0% and JMJD2A Tudor 6%.
For O=C1ON=C(c2ccccc2)/C1=C/c1ccc(O)c(O)c1 the results were POLI inh inconclusive, HP1b chromo inh 8.9µM*, BAZ2B inh 28µM*, Pin1 inhibitor -3%, GLS inhibitor 17%, G9a block 25µM*, BLM inh -3%, Tb PGK inh -3% and JMJD2A Tudor 14µM*.
Screening CCOC(=O)N1CCC(NC(=O)C(CC(C)C)NC(=O)C2CCCCC2)CC1 (centres undefined) returned POLI inh 15%, HP1b chromo inh 23%, BAZ2B inh 9%, Pin1 inhibitor 0%, GLS inhibitor -9%, G9a block 19%[59 µM], BLM inh -2%, Tb PGK inh -4% and JMJD2A Tudor -3%.
`NC(N)=NC(=S)Nc1ccc(Cl)cc1` gave POLI inh 16%, HP1b chromo inh 29%, BAZ2B inh inconclusive, Pin1 inhibitor -1%, GLS inhibitor 28%, G9a block 14%[0.501 µM], BLM inh -7%, Tb PGK inh 0% and JMJD2A Tudor -21%.
Screening COc1ccccc1CNC(=O)c1cc2c(-c3ccc(Cl)cc3)nn(C)c2s1 returned POLI inh -1%, HP1b chromo inh 41%[activator], Pin1 inhibitor 4%, GLS inhibitor -2%, G9a block -17%[59 µM], BLM inh -6%, Tb PGK inh inactive and JMJD2A Tudor -14%.
COc1ccccc1NC(=O)C(C)OC(=O)CC1CCCCC1 (centres undefined) was read as POLI inh 31%, HP1b chromo inh 90%[activator], BAZ2B inh 57%[activator], Pin1 inhibitor 7%, GLS inhibitor 1%, G9a block 23%[12.7 µM], Tb PGK inh inactive and JMJD2A Tudor 36%.
Screening O=C1N(c2ccccc2)C2CS(=O)(=O)CC2N1c1ccc(Cl)c(Cl)c1 (centres undefined) returned POLI inh 12%, HP1b chromo inh 20%, BAZ2B inh inconclusive, Pin1 inhibitor -2%, GLS inhibitor 1%, G9a block 63%[activator][59 µM], BLM inh -2%, Tb PGK inh inactive[11.5 µM] and JMJD2A Tudor -15%.
Screening COc1ccc(C2CC(=O)c3c([nH]c(C(=O)OCc4ccccc4)c3C)C2)cc1OC (centres undefined) returned POLI inh 17%, HP1b chromo inh 37%, BAZ2B inh 1%, Pin1 inhibitor -2%, GLS inhibitor -6%, G9a block 0%[59 µM], BLM inh -8%, Tb PGK inh inactive and JMJD2A Tudor -13%.
For CCC1CCCCN1S(=O)(=O)c1cc(C(=O)Nc2ccc(C)c(F)c2)ccc1F (centres undefined) the results were POLI inh 11%, HP1b chromo inh 32%, BAZ2B inh 5%, Pin1 inhibitor 10%, GLS inhibitor 3%, G9a block 1%[59 µM], BLM inh -10%, Tb PGK inh -3% and JMJD2A Tudor -15%.
For COc1ccccc1-c1cn[nH]c1-c1ccc(O)cc1O the results were POLI inh 1%, HP1b chromo inh 38%, BAZ2B inh -16%, Pin1 inhibitor 0%, GLS inhibitor 61%[activator], G9a block -5%, BLM inh -7%, Tb PGK inh -1% and JMJD2A Tudor -5%.
Screening CCN(CCCNC(=O)CCCCn1c(=O)[nH]c2ccccc2c1=O)c1ccccc1 returned POLI inh 5%, HP1b chromo inh 2%, BAZ2B inh -27%, Pin1 inhibitor -10%, GLS inhibitor 42%[activator], G9a block inconclusive, BLM inh -6%, Tb PGK inh inactive and JMJD2A Tudor -23%.
`COC(=O)Cn1c(-c2ccc(OC)cc2)c(-c2ccc(OC)cc2)nnc1=O` gave POLI inh 4%, HP1b chromo inh -2%, BAZ2B inh 56µM*, Pin1 inhibitor 2%, GLS inhibitor 0%, G9a block -14%[0.501 µM], BLM inh -9%, Tb PGK inh -6% and JMJD2A Tudor -17%.
Cc1cccc[n+]1CCCCCCCCCC[n+]1ccccc1C was read as POLI inh 28%, HP1b chromo inh 33%, BAZ2B inh 2%, Pin1 inhibitor -1%, GLS inhibitor -1%, G9a block -13%[12.7 µM], BLM inh -1%, Tb PGK inh -5% and JMJD2A Tudor -15%.
Screening CCN(CC)S(=O)(=O)c1ccc(C(=O)NCC(c2cccs2)N2CCOCC2)cc1 (centres undefined) returned POLI inh inconclusive, HP1b chromo inh 30%, BAZ2B inh 3%, Pin1 inhibitor -1%, GLS inhibitor 0%, G9a block -7%[12.7 µM], BLM inh 3% and JMJD2A Tudor -26%.

Molecules shown so far that contain a Cl atom, in the order listed:
`NC(N)=NC(=S)Nc1ccc(Cl)cc1` gave POLI inh 16%, HP1b chromo inh 29%, BAZ2B inh inconclusive, Pin1 inhibitor -1%, GLS inhibitor 28%, G9a block 14%[0.501 µM], BLM inh -7%, Tb PGK inh 0% and JMJD2A Tudor -21%.
Screening COc1ccccc1CNC(=O)c1cc2c(-c3ccc(Cl)cc3)nn(C)c2s1 returned POLI inh -1%, HP1b chromo inh 41%[activator], Pin1 inhibitor 4%, GLS inhibitor -2%, G9a block -17%[59 µM], BLM inh -6%, Tb PGK inh inactive and JMJD2A Tudor -14%.
Screening O=C1N(c2ccccc2)C2CS(=O)(=O)CC2N1c1ccc(Cl)c(Cl)c1 (centres undefined) returned POLI inh 12%, HP1b chromo inh 20%, BAZ2B inh inconclusive, Pin1 inhibitor -2%, GLS inhibitor 1%, G9a block 63%[activator][59 µM], BLM inh -2%, Tb PGK inh inactive[11.5 µM] and JMJD2A Tudor -15%.

Compound activity as filed in PubChem.
